Giardia FBPA inh – qHTS Assay for Inhibitors of Fructose-1,6-bisphosphate Aldolase from Giardia Lamblia | A8B2U2 | Potency, µM (doses to about 59.6 µM), inactives show top-dose activity, negative = inhibition, actives largely listed as inhibitors | purified Giardia FBPA | 290,000 compounds, 0.71% hits; also: potency is read from the fitted curve at half-maximal effect; nearly all actives have a fitted effect of over 55% in size
Target sequence (A8B2U2 whole entry, looked up): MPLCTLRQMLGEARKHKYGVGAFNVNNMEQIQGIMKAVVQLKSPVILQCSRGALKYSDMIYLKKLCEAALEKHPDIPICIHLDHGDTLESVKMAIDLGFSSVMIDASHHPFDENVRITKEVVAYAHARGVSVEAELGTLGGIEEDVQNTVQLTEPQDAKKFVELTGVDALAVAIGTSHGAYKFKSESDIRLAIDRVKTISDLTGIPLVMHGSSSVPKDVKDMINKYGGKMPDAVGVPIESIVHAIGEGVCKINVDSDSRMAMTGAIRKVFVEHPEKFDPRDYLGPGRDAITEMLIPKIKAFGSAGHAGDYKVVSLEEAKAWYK
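40 nM FBPA preincubated 10 min at RT with compound (up to 57.5 uM final), then substrate plus GAPDH/TPI/NAD/arsenate coupling and diaphorase/resazurin added. Fluorescence read after 20 min at RT, 525/598 nm.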
AmpC inh no detg – qHTS Inhibitors of AmpC Beta-Lactamase (assay without detergent). Potency, µM (top dose mostly 57.1 µM), without a hit: at the top dose activity change, negative = inhibition, hits mostly inhibitors. AmpC nitrocefin hydrolysis, absorbance 480 nm, 0.0001% Triton. 330,000 compounds, 0.52% hits;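 also: potency is read from the fitted curve at half-maximal effect; plate controls were no compound for no effect and no enzyme for full effect; nearly all actives have a fitted effect of over 20% in size; some results filed as inactive show a strong effect at the top dose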
Target sequence (P00811 whole entry, looked up): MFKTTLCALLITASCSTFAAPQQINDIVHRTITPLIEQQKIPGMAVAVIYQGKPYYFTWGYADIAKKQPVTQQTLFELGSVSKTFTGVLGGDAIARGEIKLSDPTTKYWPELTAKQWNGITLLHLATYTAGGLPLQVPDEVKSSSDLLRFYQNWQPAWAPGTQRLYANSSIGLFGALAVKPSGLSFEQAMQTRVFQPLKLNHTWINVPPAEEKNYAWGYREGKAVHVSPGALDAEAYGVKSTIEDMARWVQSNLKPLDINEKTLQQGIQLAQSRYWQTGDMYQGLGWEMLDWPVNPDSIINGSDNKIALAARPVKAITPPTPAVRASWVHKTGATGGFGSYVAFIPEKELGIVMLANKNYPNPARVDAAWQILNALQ
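20 mM phosphate pH 7.0 + 0.01% (detergent screen) or 0.0001% Triton X-100; 5.3 nM AmpC reagent; cpd preinc 15 min RT; nitrocefin (800 uM stock) to start; A480 q20 s × 4 min; Activity was normalised to no-enzyme and no-compound control wells.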
HCMV inh – qHTS Assay for inhibitors of the human cytomegalovirus (HCMV); HFF cells, HCMV-luciferase reporter, 72 h; hits give low values; activity change, negative = inhibition, % at 57.5 µM; 410,000 compounds, 4.5% hits; AID 1259415, 2018; in the data active = activity change below about -60%; inconclusive = no clear call, values can overlap the other calls; inactive = above about -39%
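Steps: HFFs plated, 16 h 37C; compounds added; HCMV-luciferase added to MOI 1 PFU/cell; 72 h 37C; OneGlo reagent, 5 min room temperature; luminescence read, normalized to controls.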
AmpC inh detg – qHTS Inhibitors of AmpC Beta-Lactamase (assay with detergent); P00811; AmpC hydrolysis of nitrocefin, absorbance 480 nm, 0.01% Triton; Potency, µM (doses to about 114 µM), without a hit: at the highest dose activity change, negative = inhibition, usual class: inhibitors; 370,000 compounds, 0.041% hits;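 also: potency is read from the fitted curve at half-maximal effect; 0% = no-compound wells and -100% = no-enzyme wells; nearly all actives have a fitted effect of over 25% in size; some results filed as inactive show a strong effect at the top dose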
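AmpC (5.3 nM in the dispensed reagent) in 20 mM phosphate pH 7.0 with 0.01% (detergent screen) or 0.0001% Triton X-100 was preincubated with compounds for 15 min at room temperature. Nitrocefin was then added from an 800 uM solution, and hydrolysis was followed at 480 nm.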
Sm TGR block – qHTS Assay for the Inhibitors of Schistosoma Mansoni Peroxiredoxins. Schistosoma mansoni thioredoxin glutathione reductase (TGR), Q962Y6. purified TGR, DTNB reduction, TNB absorbance 405 nm. Potency, µM (top dose mostly 114 µM), for the others: at the highest dose activity change, negative = inhibition, usual class: inhibitors. 360,000 compounds, 3% hits; also: potency is read from the fitted curve at half-maximal effect; nearly all actives have a fitted effect of over 60% in size
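Kinetic colorimetric format: TGR-catalysed, NADPH-driven DTNB reduction monitored via TNB absorbance. Enzyme dispensed at 20 nM; compound exposure 15 min at room temperature before reaction start.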
HCV inh – qHTS Assay for Inhibitors of Hepatitis C Virus (HCV). Huh7.5.1 HCVcc-Cre infection, luciferase reporter, 44 h. Potency, µM (series often up to 41.8 µM), for the others: at the highest dose activity change, negative = inhibition, usual class: inhibitors. 340,000 compounds, 3.4% hits; also: potency is read from the fitted curve at half-maximal effect
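Compounds are dispensed onto cells plated 4 h earlier at 1,000 per well, with HCVcc-Cre virus (about 0.5 moi) added next. Following 44 h of culture, luminescent signal is measured for 15 sec after 15 min with substrate at room temperature.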
Starred values were filed as active, the others as inactive; ? = inconclusive; . = not tested or not shown; & = joins results of further samples; [ ] = another dose, or the depositor's remark. Unless noted, calls follow the shape of the dose curve; as a rule, active = well fitted curve in the direction sought with a large enough effect; inconclusive = small, poorly fitted or top-dose-only effect, or another doubt; inactive = no such curve, though single readings can be large; an effect the other way counts as inactive or inconclusive. Unless noted, % is scaled to controls: 0 for no effect and ±100 for the full control effect.

Values in the order: AmpC inh no detg, Giardia FBPA inh, Sm TGR block, AmpC inh detg, HCMV inh, HCV inh
> COc1cc(/C=C2\SC(=S)N(CC(=O)Nc3ccc(O)cc3)C2=O)cc(OC)c1OC
 : ?, 0%, -5%, 4%, -75*, -2%
> COCCn1c(C)cc(O)c(C(c2ccc(F)cc2)N2CCC(C)CC2)c1=O (configuration not stated)
 : ., ., 10µM*, 19%, -6, .
> COc1ccc(C(=O)COC(=O)/C=C/c2ccccc2)cc1
 : -9%, 6%, 0%, 2%, 38, 14%
> O=c1[nH]c(=O)n(Cc2ccccc2)c(O)c1/C=N/Nc1c(F)c(F)c(F)c(F)c1F
 : -23%, -11%, -25%, 4%, 7, 13%
> CC1CC(C)CN(C(=O)COC(=O)c2cncc(Br)c2)C1 (configuration not stated)
 : 0%, ., ., ., 11, 2%
> Nc1nc(CN2CCN(c3ccccn3)CC2)nc(Nc2ccc(F)cc2)n1
 : -29%, 1%, -12%, -2%, 11, ?
> O=C(N/C(=C/c1cccc([N+](=O)[O-])c1)C(=O)N1CCCCCC1)c1cccs1
 : -15%, -1%, 1%, -11%, -29, 6%
> O=C(Nc1ccc(Cl)cc1[N+](=O)[O-])c1ccc2c(c1)OCCO2
 : -15%, 3%, -23%, -2%, ., 18%
> Cc1cc(=O)oc2ccc(OC(=O)c3cccc(S(=O)(=O)N4CCOCC4)c3)cc12
 : 52%, 4%, -1%, -5%, 13, 12%
> Cc1ccc(CN2C(=O)/C(=C\c3ccc(C(=O)NCc4cccnc4)cc3)Oc3ccccc32)cc1
 : -9%, 1%, -2%, ?, -29, 0%

Quoted at random: 3 compounds from above
Values in the order: AmpC inh no detg, Giardia FBPA inh, Sm TGR block, AmpC inh detg, HCMV inh, HCV inh
> COCCn1c(C)cc(O)c(C(c2ccc(F)cc2)N2CCC(C)CC2)c1=O (configuration not stated)
 : ., ., 10µM*, 19%, -6, .
> Cc1ccc(CN2C(=O)/C(=C\c3ccc(C(=O)NCc4cccnc4)cc3)Oc3ccccc32)cc1
 : -9%, 1%, -2%, ?, -29, 0%
> O=C(Nc1ccc(Cl)cc1[N+](=O)[O-])c1ccc2c(c1)OCCO2
 : -15%, 3%, -23%, -2%, ., 18%

Going on with the list:
Values in the order: AmpC inh no detg, Giardia FBPA inh, Sm TGR block, AmpC inh detg, HCMV inh, HCV inh
> OCC12COC(c3ccccc3)N1C(c1ccccc1)OC2 (configuration not stated)
 : 2%, -5%, 8%, -6%, ?, 21%
> O=C(CSc1ccccc1)Nc1cccc(NC(=O)c2ccco2)c1
 : -37%, 0%, 1%, -8%, ?, -12%
> CCCNC(=O)N1[C@H]2CC[C@@H]1C(C(=O)OC)=C(c1ccc(F)cc1OCc1ccccc1)C2
 : 91%[activator], ., -7%, 3%, ., 17%
> Cc1ccccc1CSCC(=O)Nc1ccccc1-c1ccccc1
 : -14%, 1%, -5%, -8%, -22, 5%
> CCC(CC)C(=O)N1CCN(c2cccc(C)c2C)CC1
 : 37%, 13%, 7%, 4%, -13, ?
> Cc1nn(C)cc1C(C(=O)NC1CCCCC1)N(C(=O)Cn1nnc2ccccc21)c1ccc(F)cc1 (configuration not stated)
 : -15%, 7%, -5%, 1%, 35, 7%
> CCCCNC(=O)c1ccc(N2CCOCC2)c(NS(=O)(=O)c2ccc(OC)cc2)c1
 : 56%, -2%, -6%, -6%, 35, 3%
> Cc1ccc(N2CCN(/N=C/c3sccc3C)CC2)cc1
 : -14%, 6%, -12%, -1%, -30, 14%
> CCC1(c2ccccc2)NC(=O)N(CC(=O)NCc2ccc(C)cc2)C1=O (configuration not stated)
 : -6%, 33%, -4%, -4%, -8, 12%
> CN1CCN(c2nc(-c3ccccc3)cc(C(F)(F)F)n2)CC1
 : 72%[activator], 4%, 9%, -11%, -3, ?
> CCN(CC)C(=O)CSCc1cnn(-c2ccccc2)c1-n1cccc1
 : 129%[activator], -1%, -1%, 4%, -5, ?
> CCOc1ccc(N2CC(C(=O)NCCCN3CCOCC3)CC2=O)cc1 (configuration not stated)
 : -12%, 3%, 0%, 3%, -2, -3%
> CC(NCc1ccc(S(N)(=O)=O)cc1)C(=O)N1CCc2ccccc21 (configuration not stated)
 : -26%, 2%, 9%, -2%, -12, 14%
> CCc1nnc(NC(=O)c2cc(=O)c3cc(C)c(C)cc3o2)s1
 : ., ., 0%, 8%, -4, .
> Cc1ccc(N2C(=O)NC(NC(=O)C3CC3)(C(F)(F)F)C2=O)cc1 (configuration not stated)
 : -19%, -1%, -1%, -4%, 22, -2%
> COCc1cc(C)nc2sc(C(=O)Nc3ccccc3Br)c(N)c12
 : -12%, 10%, 0%, -7%, -31, -6%
> COc1ccc(C2=C(C)C(=O)N(Cc3ccc(C(=O)NCc4ccccc4C)cc3)S2(=O)=O)cc1
 : ., ., 10%, 1%, -11, .
> COc1ccc(/C=C(\C#N)C(=O)Nc2ccc3[nH]c(=O)[nH]c3c2)cc1
 : -7%, -6%, -24%, -9%, -24, 19%
> CCn1nnnc1NC(=O)c1cccc(OC)c1
 : -33%, 0%, 5%, -4%, 146, -3%
> COc1cc(NC(=O)c2cccs2)c(OC)cc1NC(=O)Nc1ccc(F)cc1
 : -5%, -17%, -17%, -14%, -17, ?
> CCOC(=O)C1(c2ccccc2)CCN(CCC(=O)Nc2cccc(Br)c2)CC1
 : 45%, ., 4%, 0%, ?, 11µM*
> COCCCn1c(=NC(=O)c2ccccc2)c(C#N)cc2c(=O)n3cccc(C)c3nc21
 : 62%[activator], -7%, -30%, -9%, 18, ?
> Cc1nn(CCC(=O)NNC(=S)Nc2ccc(F)cc2)c(C)c1Br
 : -29%, 9%, 1%, 3%, 54, 20%
> COc1cccc(CNc2ccccc2O)c1OCc1ccccc1F
 : -40%, ?, -15%, ?, 16, -6%
> O=C(CCCC(=O)NCCc1ccccc1)NCCc1ccccc1
 : -14%, 3%, -7%, -9%, 15, 12%
> CCN(CC)CCCNC(=O)c1nn(-c2cccc(OC)c2)c(=O)c2ccccc12
 : -46%, 6%, 7%, -13%, 23, ?
> O=C(c1ccc(F)cc1)N1CCN(c2ccc([N+](=O)[O-])cc2-n2cccc2)CC1
 : 32%, 12%, 6%, 6%, -29, ?
> CCN1C(=NCCN2CCOCC2)N[C@@H](CCc2ccccc2)C(C(=O)OC)=C1C
 : 188%&-9%[activator], -1%&-7%, -25%&-20%, -13%&-14%, ., .
> C[C@H](NC(=O)c1cc2cc(Cl)ccc2n1C)C(=O)N1CCC(C(=O)O)CC1
 : -36%, -4%, 5%, -4%, 17, 6%
> COc1ccccc1NC(=O)CSc1nnc(-c2ccoc2C)n1CC1CCCO1 (configuration not stated)
 : 0%, 5%, 1%, 0%, 5, 16%
> Cc1ccc(Cc2nc3ccccc3nc2SCC(=O)NCc2ccc(F)cc2)cc1
 : ., ., 2%, 16%, -5, .
> COC(=O)N/N=C\C=C\c1ccc2c(c1)OCO2
 : -19%, 4%, -10%, 0%, 142, -4%
> Fc1cccc(CN2CCN3CCCC3C2C2CCCCC2)c1 (configuration not stated)
 : 37%, -14%, 12%, -10%, 28, ?
> CCOCCc1nn2c(=O)cc(CSCC(=O)Nc3cc(C)cc(C)c3)nc2s1
 : 1%, 3%, -12%, -9%, -62*, 0%
> CC(=O)c1ccc(N2CCN(C(=O)c3ccco3)C(C)C2)c(F)c1 (configuration not stated)
 : 3%, 2%, -10%, -3%, -3, 1%
> CCO[C@@H]1OC(C(N)=O)=C[C@H](c2coc3ccccc3c2=O)[C@H]1CCCO
 : -5%, 0%, 3%, 3%, 9, 24%
> CCCCn1c(N)c(N(CC(C)C)C(=O)c2cc(-c3ccco3)nc3ccccc23)c(=O)[nH]c1=O
 : -29%, ., 22µM*, -21%, -12, 6%
> COc1ccc(-n2ncc3c(=O)n(CC(=O)Nc4ccc(S(=O)(=O)N5CCOCC5)cc4)cnc32)cc1
 : 127%[activator], -5%, 1%, 2%, -20, ?
> CCOC(=O)CN(C(=O)COc1nc(-c2ccccc2)cc(C)c1C#N)c1ccccc1
 : 3%, 7%, 6%, 7%, -29, 4%
> O=C(Nc1ccnn1C1CCN(C(=O)c2c(F)cccc2F)CC1)C1CC1
 : -10%, -8%, -1%, -1%, 15, 19%
> NC(=O)Cn1cnc2c(nnn2-c2ccc(F)cc2)c1=O
 : -7%, 12%, 5%, 1%, 32, 11%
> Clc1ccc(-n2cccc2)cn1
 : -3%, -1%, -1%, -7%, ?, -4%
> COCCNC(=O)Cn1nc(C)c2ccccc2c1=O
 : 5%, 0%, -1%, ?, 9, 11%
> COc1ccccc1-n1cnnc1SCC(=O)Nc1cc(C)on1
 : -16%, 4%, 0%, -3%, -6, -10%
> COc1ccc(-n2c(=O)c3c(c4cc(OC)ccc4n3C)n(CC(=O)N3CCCC3)c2=O)cc1
 : ., ., -9%, ?, 12, .
> C=CCn1c(SCC(=O)N2CCc3ccccc3C2)nc2sc(CC)cc2c1=O
 : 15%, -1%, -12%, -8%, -14, ?
> CC1=C(C(=O)Nc2cccnc2)C(c2ccccc2Cl)n2nc(-c3ccccc3)nc2N1 (configuration not stated)
 : ., ., 0%, 26%, 4, .
> CCOC(=O)c1ccc2c(c1)N(CC(=O)N1CCCC1)C(=O)C(C)(C)O2
 : 8%, 0%, 0%, ?, -15, -4%
> NC(=O)[C@@H]1CC2(CC(c3cccc(NC(=O)CC(c4ccccc4)c4ccccc4)c3)=NO2)CN1C(=O)[C@@H]1CCC(=O)N1 (some centres not stated)
 : 165%[activator], -4%, 13%, 1%, 6, 6%
> O=C(CCCCn1c(=O)[nH]c2ccccc2c1=O)NCCC1=CCCCC1
 : -9%, 4%, -1%, -1%, 12, -5%

Later entries.
Values in the order: AmpC inh no detg, Giardia FBPA inh, Sm TGR block, AmpC inh detg, HCMV inh, HCV inh
> COC(=O)c1ccc2nc(C)cc(Nc3ccccc3C)c2c1
 : -36%, 1%, 14%, 7%, 22, ?
> CCN1CCN(c2ncnc3c2c(-c2ccccc2)cn3-c2ccc(F)cc2)CC1
 : -13%, 3%, 7%, 3%, -40, 4%
> CC(C)=CCN1CCN(C/C(Cl)=C/c2ccccc2)CC1CCO (configuration not stated)
 : 23%, 2%, 23%, 2%, -16, -2%
> COc1ccc(NC(=O)Cn2nnc(-c3ccc(CN4CCOCC4)cc3)n2)c(OC)c1
 : 33%, 7%, -8%, -13%, 53, 1%
> Cn1c(SCC(=O)NNC(=O)c2ccccc2O)nnc1-c1ccccc1
 : -7%, -18%, 6%, -5%, 32, -7%
> N#C/C(=C\c1ccc(F)cc1)C(=O)Nc1ccccn1
 : -12%, -13%, -5%, -1%, 12, 10%
> CC(=O)c1ccc(N2CCN(C(=O)/C=C/c3ccc(S(=O)(=O)N4CCOCC4)cc3)CC2)cc1
 : 2%, -5%, 4%, -10%, -38, ?
